Salmonella PhoP GFP: PhoP-dependent GFP reporter repression – Salmonella Typhimurium, primary screen (AID 1863); inhibition, % at 50 µM; hits with a dose series show IC50 in µM; S. Typhimurium PhoP-regulated promoter GFP reporter, 4 h; higher % means a stronger effect; 0.16% of 300,000 active;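 active means inhibition over 29.93%, a cutoff 3 SD above the screen mean, later confirmed by dose response; inconclusive means inhibition over 29.93% but no dose response follow-up; inactive means inhibition at most 29.93% or unconfirmed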;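 further: 0% = low Mg2+ inducing control and 100% = high Mg2+ repressing control; strong numbers were not always called active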
SV40 large T antigen: SV40 large T antigen inhibitors, biochemical (AID 1903) | 0.39% of 310,000 active | SV40 large T antigen ATPase/helicase inhibition assay; higher % means a stronger effect | one-dose inhibition, % at 20 µM; IC50 in µM for titrated hits; in the data active means a potency from the dose series; inconclusive means inhibition mostly from about 32% at the one dose, without a potency; inactive means the rest, 99 in 100 with inhibition below about 32%; further: strong numbers were not always called active
RSV antiviral HEp-2: RSV antiviral activity via CPE protection, HEp-2 cells, primary 10 µM value included (AID 2391); CPE inhibition, % at 10 µM; hits with a dose series show IC50 in µM; HEp-2 cells, RSV-induced CPE inhibition; higher % means a stronger effect; 0.13% of 310,000 active; in the data active means a potency from the dose series; inconclusive means CPE inhibition mostly from about 23% at the one dose, without a potency; inactive means the rest, 99 in 100 with CPE inhibition below about 21%; further: strong numbers were not always called active
MgcRacGAP inhibition: MgcRacGAP GTPase-activating activity inhibitors, confirmation, biochemical, ADP Hunter fluorescence; MgcRacGAP-stimulated Rac1 GTP hydrolysis, ADP Hunter fluorescence; higher % means a stronger effect; GST-tagged Rac1 F28L mutant substrate; one-dose inhibition, % at 30 µM; IC50 in µM for titrated hits; 0.6% of 340,000 active; AID 624330;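 active means first-screen hits whose inhibition reached a set limit at any dose in the follow-up dose series; inconclusive means inhibition above the set first-screen limit but never retested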;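 further: fluorescence reports GDP produced by GAP-driven GTP hydrolysis; strong numbers were not always called active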
LYP phosphatase: inhibitors of LYP phosphatase, biochemical, fluorescence intensity, uHTS (AID 1779) | recombinant LYP phosphatase, fluorescence intensity; higher % means a stronger effect | inhibition, % at 11.5 µM; hits with a dose series show IC50 in µM | 0.054% of 290,000 active; in the data active means inhibition above about 50%;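 further: plate controls were vehicle with enzyme for no effect and no enzyme for full effect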
GPR35 arrestin U2OS: GPR35 antagonists blocking zaprinast-driven arrestin recruitment, primary screen, imaging, U2OS, beta-arrestin-GFP, zaprinast agonist (AID 2058) | U2OS GPR35 beta-arrestin-GFP translocation imaging, zaprinast antagonism; higher % means a stronger effect | inhibition, % at 10 µM; hits with a dose series show IC50 in µM | 0.052% of 290,000 active;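 active means inhibition of at least 50% with at least 30 cells and total cytoplasm GFP at most 10,000,000; inconclusive means under 30 cells or total GFP of 10,000,000 plus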
West Nile antiviral: West Nile virus antiviral activity, cell-based, CPE readout (AID 1621); West Nile virus-infected cells, CPE inhibition; higher % means a stronger effect; one-dose CPE inhibition, % at 10 µM; IC50 in µM for titrated hits; 0.02% of 290,000 active; in the data active means a potency from the dose series; inconclusive means CPE inhibition mostly from about 3.7% at the one dose, without a potency; inactive means the rest, 99 in 100 with CPE inhibition below about 2.2%; further: strong numbers were not always called active
CSM14.1 death rescue: protection against thapsigargin-triggered cell killing – 384-well, CSM14.1, ATP luminescence, primary screen (AID 1222). CSM14.1 thapsigargin-induced death rescue, ATP luminescence; higher % means a stronger effect. cellular ATP content (survival), % at 20 µM; hits with a dose series show EC50 in µM. 190,000 tested, under 10 active;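 active means EC50 below 50 µM in the dose-response confirmation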;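 further: death triggered by thapsigargin at about 15 µM added after 2 h compound pretreatment; cell ATP read after overnight thapsigargin exposure of roughly 18 to 22 hours; normalized against plate controls of thapsigargin alone and 5% DMSO vehicle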
NS5 inhibitors: Dengue-2 NS5 methyltransferase inhibitors, primary screen, biochemical, confirmation dose response (AID 588689); 0.3% of 340,000 active; one-dose inhibition, % at 25 µM; IC50 in µM for titrated hits; Dengue-2 NS5 methyltransferase capping enzyme assay, biochemical; higher % means a stronger effect; in the data active means a potency from the dose series; inconclusive means inhibition above about 29% without an active follow-up result
NS5 inhibitors pilot replicate: second read-out of NS5 inhibitors, no call of its own (marks repeat the call); inhibition, %; measured here: pilot screen replicate inhibition
* = called active by the depositor; ? = inconclusive; nt = not tested or not shown. Outcome played no part in choosing rows; about 1.5% have a hit in one of these screens.

SMILES | Salmonella PhoP GFP | SV40 large T antigen | RSV antiviral HEp-2 | MgcRacGAP inhibition | LYP phosphatase | GPR35 arrestin U2OS | West Nile antiviral | CSM14.1 death rescue | NS5 inhibitors | others
CCn1c(NC(=O)C(C)C)c2ccccc2nc1=O | -7% | 0% | 20% | 6% | -9% | -5% | 1.2% | -0.7% | -7%
CCCn1nc(C(=O)OCC(=O)Nc2ncc(Cl)c(C)c2Cl)c2ccccc2c1=O | 0% | 0% | 2.2% | 10% | -2% | -16% | 0.0% | 0.5% | 9%
CC(=O)Cn1cnc2c(cnn2-c2ccccc2)c1=O | -2% | 28% | 0.5% | 8% | -10% | -4% | 1.4% | nt | -3%
Cc1ccc(OCC(=O)Nc2ccc(S(=O)(=O)Nc3ccccn3)cc2)cc1C | 8% | 4% | 2.4% | 9% | -5% | -13% | 0.6% | -0.4% | -4%
COC(=O)c1cc(NC(=S)N2CCN(c3ccccn3)CC2)cc(C(=O)OC)c1 | 11% | 5% | 1.0% | 4% | -4% | -14% | -0.7% | -0.9% | -3%
O=C1CC(N2CCN(C/C=C/c3ccccc3)CC2)C(=O)N1CCc1ccccc1 (stereo not drawn) | 0% | 9% | 2.1% | -1% | -3% | -6% | -1.0% | 0.0% | 3%
COc1ccc(-c2nc3c(-c4ccc(Cl)cc4)cnn3cc2C)cc1F | 2% | 6% | 7.6% | 6% | -2% | -1% | 0.0% | -0.8% | -2%
COc1cccc(CC2(CO)CCCN(Cc3ccc4c(c3)OCCO4)C2)c1 (stereo not drawn) | 5% | 5% | 0.4% | -2% | 3% | -4% | -0.5% | -1.5% | -2%
CCn1c(=O)c(CCC(=O)NCCN2CCOCC2)c(C)c2c(C)nn(-c3ccccc3)c21 | -4% | -2% | -0.9% | -6% | -8% | -6% | 0.3% | nt | -6%
CSc1ccc(CN2CCC(N3CC(C)OC(C)C3)CC2)cc1 (stereo not drawn) | -4% | 10% | 0.0% | 72µM* | -6% | -2% | -0.1% | nt | -7%
COc1ccc(C2=NOC(COC(=O)c3ccc4ccccc4n3)C2)cc1 (stereo not drawn) | -9% | 16% | 2.7% | 10% | -3% | 10% | 0.1% | -1.4% | 1%
N#Cc1c(-c2ccc3c(c2)OCO3)ccn2nc(-c3cccc(C(F)(F)F)c3)nc12 | -38% | 12% | 1.9% | 1% | -4% | 6% | 3.1% | -5.6% | -12%
CCN1C(=O)CSC1=NC12CC3CC(CC(C3)C1)C2 | 0% | 5% | 0.4% | 10% | -9% | -4% | 0.7% | 0.0% | -6%
O=C1c2ccccc2C(Nc2ccc(S(=O)(=O)N3CCCCCC3)cc2)N1c1ccccn1 (stereo not drawn) | -4% | 5% | 1.8% | 2% | -1% | 7% | 0.3% | -0.4% | 3%
CCOC(=O)CNc1nc(Cl)c(C#N)s1 | -6% | -2% | 3.2% | 4% | -3% | 6% | 0.1% | 0.1% | -12%
Oc1oc(-c2ccco2)nc1C=Nc1ccccc1 | 1% | 2% | -1.2% | -2% | -3% | 2% | -0.1% | 0.7% | -11%
Cc1cccc(NS(=O)(=O)c2ccc(NC(=O)N3CCCCC3)cc2)c1 | 5% | 23% | 3.5% | 8% | -10% | 7% | -1.4% | nt | 2%
CCCN(CCC)S(=O)(=O)c1ccc(Cl)c([N+](=O)[O-])c1 | 6% | -3% | 11% | 8% | 4% | 36% | 1.6% | 0.2% | -2%
NC(=NC1CCCCC1)c1ccc(Cl)cc1 | -3% | 4% | -1.8% | 3% | -10% | 10% | -0.3% | -2.3% | -2%
COc1ccc(S(=O)(=O)N(CCc2ccccc2)CC(=O)O)cc1OC | -10% | 18% | 0.3% | 1% | 3% | -12% | -0.4% | 0.0% | 0%
Brc1cnc(N2CCOCC2)nc1N1CCCCC1 | -2% | 9% | 40% | 8% | 1% | -7% | 0.4% | nt | -5%
CCCCc1ccc(-c2ccc(Br)cc2)nc1 | -1% | 21% | 8.4% | 9% | -6% | 13% | 1.8% | -2.7% | -2%
O=C(CCCn1c(=O)c2ccccc2n(Cc2cccc(F)c2)c1=O)NC1CCN(Cc2ccccc2)CC1 | -10% | 12% | -1.2% | nt | 0% | 16% | -1.1% | -5.6% | nt
NC(=O)C1CCN(C(=O)CN(c2ccc3c(c2)OCCO3)S(=O)(=O)c2ccccc2)CC1 | -7% | 7% | -1.7% | 4% | nt | nt | nt | nt | 5%
COCC1CCCCN1C(=O)c1ccc(OC2CCN(CCc3ccccc3)CC2)cc1 (stereo not drawn) | -4% | 2% | -2.8% | 10% | -6% | 5% | 0.1% | nt | 0%
Cc1ccc(CS(=O)(=O)CCC(=O)NCCCOC(C)C)cc1 | 3% | -2% | 0.8% | 1% | -6% | 6% | -0.2% | -1.1% | -5%
O=C(Nc1cccc(O)c1)c1ccc2c(c1)C(=O)N(Cc1ccco1)C2=O | -4% | 8% | 2.2% | 7% | 4% | 7% | 1.4% | nt | 3%
COC(=O)c1ccccc1NC(=S)N(C)C | -10% | 2% | 0.1% | 6% | -8% | -2% | 0.0% | nt | -6%
CC(C(=O)Nc1nccs1)c1ccc([N+](=O)[O-])cc1 (stereo not drawn) | 9% | -2% | 0.6% | 13% | -3% | 7% | -1.1% | -1.2% | -11%
CC(C)(C)NC(=O)CN(C(=O)c1csnn1)c1ccccc1-c1ccccc1 | -2% | 24% | -1.1% | -5% | -3% | -8% | -1.5% | 1.6% | 1%
COc1ccc(CN(C2CCCC2)S(=O)(=O)c2ccc(-n3cnnn3)cc2)cc1 | 3% | 10% | ? | 9% | 4% | 6% | -0.6% | -0.4% | 1%
O=S1(=O)N=C(N/N=C/C=C/c2ccccc2)c2ccccc21 | -5% | 28% | 0.7% | 2% | 0% | -1% | 0.1% | -0.4% | 0%
CCN(CC(=O)Nc1c(F)cccc1F)C(=O)c1ccc2c(c1)S(=O)(=O)N=C1CCCCCN12 | 11% | 4% | -0.6% | 5% | nt | nt | nt | nt | 2%
O=c1c2ccccc2nc2ccc(NCc3ccco3)nn12 | -8% | 27% | 9.3% | 10% | -9% | -1% | -0.1% | -1.6% | 47%
CC(C)(C)C(=O)NC1CCN(S(=O)(=O)c2cccc(C(F)(F)F)c2)CC1 | -2% | -1% | 1.2% | 3% | 1% | 12% | -1.0% | -2.5% | -1%
COc1ccc(N2C(=O)CC(Sc3nnc(-c4ccccc4)o3)C2=O)cc1 (stereo not drawn) | 6% | 7% | 1.5% | 16% | -10% | 6% | 0.0% | 1.9% | -28% | NS5 inhibitors pilot replicate=-4.9
O=C(CSc1ccc(-c2ccc(F)cc2)nn1)NCC1CCCO1 (stereo not drawn) | -7% | 4% | 1.5% | 2% | -6% | 0% | -0.7% | -1.1% | -7%
Cc1ccccc1C(=O)NC(C)C1CC2CCC1C2 (stereo not drawn) | -3% | 1% | 2.7% | 3% | -5% | -2% | -0.8% | nt | -7%
Cc1cccc2cc3c(NC(=O)c4ccccn4)nn(C)c3nc12 | -3% | 12% | 4.4% | 10% | -1% | -15% | 0.6% | 0.1% | nt
C=CCCCN(Cc1ccccc1)S(=O)(=O)c1ccccc1Br | -2% | 6% | 6.0% | -3% | 4% | 2% | -0.5% | nt | 1%
Cc1ccc(Oc2nnc(-c3cccs3)c3ccccc23)cc1 | 4% | 22% | 1.0% | -1% | 1% | 8% | 0.6% | -1.7% | -1%
CCn1ccc(C(=O)Nc2ccccc2SC)n1 | -8% | 6% | 1.0% | -4% | 4% | -2% | 0.5% | -1.7% | nt
O=C(C1=C[C@H](C2CC2)C[C@H](OCCCCO)O1)N1CCOCC1 | -4% | 11% | 0.3% | 1% | -7% | 9% | 1.6% | 0.7% | -5%
COc1ccc(OCC(=O)Nc2ccc(NC(=O)c3ccco3)c(C)c2)cc1 | nt | nt | nt | 0% | -14% | 0% | -0.2% | nt | 0%
COC(=O)NCc1cccc(CNC(=O)OC)c1 | 17% | 0% | -0.4% | -2% | -1% | 1% | -0.1% | 0.4% | -1%
COc1ccc(NC(=O)CN(C)C2CCCCC2)cc1Cl | 13% | 2% | -2.0% | 12% | -2% | 2% | -1.2% | nt | 1%
CCOc1ccc(/C=N/NC(=S)NC2CC3CC2C2C=CCC32)cc1 (stereo not drawn) | 0% | 3% | 2.9% | nt | 1% | 16% | -0.2% | nt | nt
COc1cc([N+](=O)[O-])ccc1NC(=O)NNC(=O)CCc1ccccc1 | -5% | 4% | 5.4% | 8% | 1% | 5% | 0.2% | nt | -3%

Three entries already listed, sorted by molar mass, low to high.
SMILES | Salmonella PhoP GFP | SV40 large T antigen | RSV antiviral HEp-2 | MgcRacGAP inhibition | LYP phosphatase | GPR35 arrestin U2OS | West Nile antiviral | CSM14.1 death rescue | NS5 inhibitors | others
COC(=O)NCc1cccc(CNC(=O)OC)c1 | 17% | 0% | -0.4% | -2% | -1% | 1% | -0.1% | 0.4% | -1%
O=C(C1=C[C@H](C2CC2)C[C@H](OCCCCO)O1)N1CCOCC1 | -4% | 11% | 0.3% | 1% | -7% | 9% | 1.6% | 0.7% | -5%
COc1cc([N+](=O)[O-])ccc1NC(=O)NNC(=O)CCc1ccccc1 | -5% | 4% | 5.4% | 8% | 1% | 5% | 0.2% | nt | -3%

Additional records follow.
SMILES | Salmonella PhoP GFP | SV40 large T antigen | RSV antiviral HEp-2 | MgcRacGAP inhibition | LYP phosphatase | GPR35 arrestin U2OS | West Nile antiviral | CSM14.1 death rescue | NS5 inhibitors | others
CCOC(=O)CCn1nc(-c2ccc(C)cc2)c2ccccc2c1=O | -3% | 25% | 2.3% | 7% | -2% | -6% | -0.5% | 5.6% | -7%
O=C(Nc1ccc(N2CCOCC2)cc1)c1ccc([N+](=O)[O-])o1 | 10% | 4% | 1.4% | 9% | -4% | 2% | -2.4% | nt | 2%
CCNC(=O)CN(c1ccccc1OC)S(=O)(=O)c1cccs1 | -8% | 5% | 1.5% | 6% | -5% | 8% | -0.4% | -3.3% | 1%
O=C(NC1CCCCCC1)C1CCN(S(=O)(=O)c2ccccc2)CC1 | 2% | 0% | -0.4% | 5% | 1% | 24% | -0.8% | nt | -2%
CN1CCN(CCNC(=O)c2cc3c(=O)n(C)c4ccccc4c3n2C)CC1 | 9% | 8% | -1.2% | 15% | -4% | 13% | 0.2% | -0.8% | -7%
CCCCOc1ccc(NC(=O)CN2CCN(C(=O)OCC)CC2)cc1 | -10% | 8% | 1.2% | 23% | -6% | -1% | -0.4% | -1.2% | 6%
C/C(=N\NC(=O)c1cccc(S(=O)(=O)N2CCCC2)c1)c1ccco1 | -12% | 15% | 1.3% | 4% | -1% | -3% | 0.1% | -5.1% | -1%
Cc1cc(=O)oc2c1c(C(F)(F)F)nn2-c1ccccc1 | 10% | 6% | 0.7% | nt | -2% | -6% | -0.2% | nt | nt
COc1ccc(NC(C)=O)cc1S(=O)(=O)NC1CCSc2ccccc21 (stereo not drawn) | 9% | 6% | 0.5% | 8% | -5% | -4% | -0.3% | nt | -4%

Source: PubChem BioAssay (several laboratories)
